KAT2A inh: inhibitors of human GCN5L2 histone acetyltransferase | Q92830 | actives 0.21% (n = 390,000) | GCN5L2 HAT assay, ThioGlo1 CoA-SH fluorescence | Potency, µM (series often up to 58.9 µM), inactives show at the highest dose activity change, negative = inhibition, hits mostly inhibitors | AID 504327
Target sequence (Q92830 whole entry, looked up): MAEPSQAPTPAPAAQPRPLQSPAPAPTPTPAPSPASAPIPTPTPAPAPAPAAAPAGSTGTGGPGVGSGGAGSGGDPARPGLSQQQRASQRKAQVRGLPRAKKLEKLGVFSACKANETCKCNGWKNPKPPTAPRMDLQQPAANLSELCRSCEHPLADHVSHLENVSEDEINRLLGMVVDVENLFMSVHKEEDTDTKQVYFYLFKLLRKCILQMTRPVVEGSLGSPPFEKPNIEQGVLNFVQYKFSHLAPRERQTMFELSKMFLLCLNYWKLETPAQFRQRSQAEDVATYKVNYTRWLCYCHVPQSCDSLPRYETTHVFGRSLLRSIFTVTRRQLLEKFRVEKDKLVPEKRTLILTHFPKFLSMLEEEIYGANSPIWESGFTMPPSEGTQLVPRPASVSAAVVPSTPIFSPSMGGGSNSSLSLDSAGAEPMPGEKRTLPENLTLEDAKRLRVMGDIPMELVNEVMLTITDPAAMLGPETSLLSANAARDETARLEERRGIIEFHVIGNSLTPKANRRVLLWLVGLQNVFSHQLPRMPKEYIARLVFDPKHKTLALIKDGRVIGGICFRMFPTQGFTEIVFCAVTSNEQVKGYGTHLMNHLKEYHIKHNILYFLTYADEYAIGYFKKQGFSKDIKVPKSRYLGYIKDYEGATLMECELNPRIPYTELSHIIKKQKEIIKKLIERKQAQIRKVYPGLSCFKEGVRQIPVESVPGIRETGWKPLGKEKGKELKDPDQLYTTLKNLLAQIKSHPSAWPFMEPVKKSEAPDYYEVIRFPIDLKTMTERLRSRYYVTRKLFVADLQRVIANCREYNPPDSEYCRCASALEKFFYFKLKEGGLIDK
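Compounds, pin-transferred from DMSO stocks, meet 20nM GCN5L2 for 15 min before the reaction begins with H3(1-25) peptide (75uM) and acetyl-CoA (70uM). Thiol-reactive ThioGlo1 reports CoA release over 20 min at room temperature.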
N370S GC mod: inhibits or activates N370S mutant glucocerebrosidase; Potency, µM (titrated, usually from 59.4 µM), for inactives: top-dose activity change, negative = inhibition, hits mostly inhibitors; N370S GC spleen homogenate, 4MU-glucoside fluorescence; actives 0.092% (n = 330,000);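 note: 0% = full enzyme activity and -100% = no enzyme basal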
FEN1 inh: inhibitors of human flap endonuclease 1; P39748; Recombinant FEN1 flap cleavage, fluorescence, 15 min; Potency, µM (doses to about 114 µM), inactives show top-dose activity change, negative = inhibition, actives largely listed as inhibitors; actives 0.35% (n = 390,000); AID 588795; note: nearly all actives have a fitted effect of over 65% in size
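Enzyme 10 nM, 15 min RT preincubation with compound; start with substrate 50 nM final; reads at 0 and 15 min; qHTS titration, four-parameter Hill fit.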
* hit, by the source's call; ? = inconclusive; · = no result given; [ ] = dose if it differs, or a comment. Calls come from the whole dose curve; as a rule, active = well fitted curve in the direction sought with a large enough effect; inconclusive = small, poorly fitted or top-dose-only effect, or another doubt; inactive = no such curve, though single readings can be large; an effect the other way counts as inactive or inconclusive. Unless noted, % is set by controls: 0 for no effect and ±100 for the full control effect; potency is the fitted concentration of half-maximal effect. Only part of the results is shown, so the mix of outcomes need not match the whole.

No.	KAT2A inh	N370S GC mod	FEN1 inh	SMILES
1	14%	-4%	-10%	Cc1cccc(NC(=S)NCC(c2cccnc2)N2CCOCC2)c1C (stereo unspecified)
2	33%[activator]	3%	14%	Cc1ccc(-n2cnc3ncnc(-c4ccccc4)c32)cc1
3	5%	·	2%	COc1cc(OC)cc(-c2c(-c3ccc(F)cc3)c3cc(-c4ccc(SC)cc4)ccc3n2C)c1
4	0%	2%	5%	O=C(Cn1cc2c(n1)CCCC2)NCCCN1CCN(Cc2ccccc2)CC1
5	2%	-20%	9%	CCOC(=O)CCc1n[nH]c(=O)[nH]c1=O
6	-13%	·	-13%	CC(C)Cn1c(N)c(C(=O)COC(=O)C2Cc3ccccc3CN2S(C)(=O)=O)c(=O)n(C)c1=O (stereo unspecified)
7	0%	4%	-3%	CC(=O)COc1ccc2c(C)c(C)c(=O)oc2c1
8	-12%	19%	-1%	COC(=O)C1=CN(CCOC23CC4CC(CC(C4)C2)C3)C=C(C(=O)OC)C1c1ccsc1
9	-2%	4%	-2%	CS(=O)(=O)n1nc(NCc2cccs2)nc1NCc1cccs1
10	-2%	2%	4%	O=C(CCNS(=O)(=O)c1ccccc1C(F)(F)F)NC1CCCCCC1
11	1%	·	-17%	CCCCCC(=O)Nc1ccc(NC(=O)c2cc3ccccc3o2)c(OC)c1
12	-15%	-11%	·	CCCN(C/C=C\I)[C@@H]1CCc2cccc(O)c2C1
13	-2%	0%	16%	COc1ccccc1C(=O)N(Cc1sccc1C)C1CCS(=O)(=O)C1 (stereo unspecified)
14	1%	·	-14%	COc1ccc(Cl)cc1NC(=O)CN1Cc2ccccc2C1=O
15	-2%	-19%	-4%	O=C(CN1CCOCC1)Nc1nc2cc([N+](=O)[O-])ccc2s1
16	8%	·	12%	COc1ccc(-c2cc(C(F)(F)F)nc(SCC(=O)NCCc3ccccc3)n2)cc1OC
17	?	14%	-3%	O=C(CCN1C(=O)c2cccc3cccc(c23)C1=O)NC1CCS(=O)(=O)C1 (stereo unspecified)
18	-7%	-3%	-3%	Cc1nc2cc(Nc3ccncc3)ccc2s1
19	-4%	·	-21%	NC(=O)c1ccsc1NC(=O)COC(=O)COc1ccc(C=O)cc1
20	-1%	-9%	3%	COc1ccc(NC(=O)Nc2cccnc2)cc1
21	-12%	-4%	10%	COc1ccc(OC)c(NC(=O)CN(c2ccc(C)cc2)S(=O)(=O)c2c(C)n[nH]c2C)c1
22	-14%	11%	16%	COc1cccc(NC(=O)Nc2ccc3nc(C)c(C)nc3c2)c1
23	-25%	-2%	2%	CCOc1nc(NC2CCCC2)nc(N2CCC(C)CC2)n1
24	3%	-2%	14%	CCCCCNC(=O)C1c2ccccc2Oc2ccccc21
25	?	·	-6%	COc1cc(OC)c(NC(=O)CN2C(=O)CCn3nc(-c4cccn4C)cc32)cc1Cl
26	-7%	·	-14%	CCOc1ccc(-c2nnc(SCC(=O)Nc3cccc(C#N)c3)o2)cc1
27	-6%	5%	29%	Cc1ccc(S(=O)(=O)NNC(=O)C(=O)NNc2ccccn2)cc1
28	-17%	-5%	-3%	Cc1cccc(C(=O)NC(=S)Nc2ccc(Cc3ccncc3)cc2)c1
29	-5%	·	4%	COc1cc(OC)c(NC(=O)N2CC=C(c3c[nH]c4ccccc34)CC2)cc1Cl
30	-2%	·	-5%	O=C(c1ccco1)n1nc(-c2ccccc2)nc1NCc1ccc(F)cc1
31	-2%	-1%[2.35 µM]	6%	CC1(C)C(c2ccccc2)=[N+]([O-])CN1O
32	-1%	-20%	3%	Cc1ccc(C2Nc3ccccc3NC3=C2C(=O)OC(C)C3)cc1 (stereo unspecified)
33	-8%	-10%	7%	CC(C)Cc1nc(SCC(=O)N2CCCC2)c2c(=O)n(C)c(=O)n(C)c2n1
34	6%	0%	-14%	Cc1ccc(C(CCNC(C)c2cccs2)c2ccco2)cc1 (stereo unspecified)
35	-8%	21%	5%	COc1ccc(/C=N/Nc2nncc3ccccc23)c(OC)c1
36	-4%	-9%	-2%	COc1cccc(NC(=O)C(C)N2C(=O)c3ccccc3S2(=O)=O)c1 (stereo unspecified)
37	-6%	2%	-11%	C#CCNc1cc(C)nc2ncnn12
38	-5%	·	-3%	Cn1c(=O)c2c(ncn2CC(=O)Nc2cccc(C(F)(F)F)c2)n(C)c1=O
39	-1%	-1%	-2%	O=C1CNC(=O)/C1=C\N1CCN(C(c2ccccc2)c2ccccc2)CC1
40	-3%	-14%	-8%	COc1ccc(-c2cn3c(C)c(C(=O)N4CCN(c5ccc(F)cc5)CC4)sc3n2)cc1
41	-27%	16%	-7%	CC(=O)N(Cc1ccc(F)cc1)C1=C(NCCc2ccccc2)C(=O)c2ccccc2C1=O
42	2%	29%	-13%	O=C(CN1CCN(S(=O)(=O)c2ccccc2)CC1)Nc1ccc2c(c1)CCC2
43	1%	-9%	-5%	CC1(C)OC(=O)C(=CNc2ccccc2F)C(=O)O1
44	1%	-19%	0%	CC1(C)Cc2c(sc(NC(=O)c3ccc(C(=O)c4ccccc4)cc3)c2C#N)C(C)(C)N1
45	-8%	-2%	·	CCCNC(=O)OC[C@H]1O[C@H](CCO/N=C/[C@@H](NS(=O)(=O)c2ccc(C)cc2)[C@H](C)/C=C/CC(=O)OC)C=C[C@@H]1Oc1ccc(OC)cc1
46	-6%	-5%	-5%	COc1ccc(-c2nn(-c3ccccc3)cc2/C=N/NC(=O)c2cccc(S(=O)(=O)Nc3ccccc3Cl)c2)cc1
47	-16%	-13%	9%	O=C(CN1CCOCC1)Nc1scc(-c2ccccc2)c1C(=O)N1CCOCC1
48	?	·	?	N#Cc1c(-c2ccccc2)cc(-c2ccccc2)nc1SCC(O)CS(=O)(=O)Cc1ccc(Cl)cc1 (stereo unspecified)
49	-6%	3%	0%	Cc1ccc(-c2ccnc3nc(Sc4ncc(C(F)(F)F)cc4Cl)nn23)cc1
50	-4%	·	3%	COc1ccc(CCN(C)C(=O)CN2C(=O)NC3(CCCCCC3)C2=O)cc1OC
51	34%[activator]	2%	-6%	Nc1nnc(CC(=O)N/N=C/c2ccc(-c3ccccc3)o2)s1
52	-21%	-5%	-13%	O=C(Nc1ccc(Cl)cc1)N1CCN(Cc2ccc3c(c2)OCO3)CC1
53	-3%	-2%	-1%	O=C(COC(=O)c1nn(-c2ccccc2C(F)(F)F)cc1O)c1ccc(OC(F)F)cc1
54	-19%	·	89µM*	Cc1ccc(CNC(=O)c2sc3nc(-c4ccccc4)cn3c2C)cc1
55	-11%	3%	-3%	CNC(=S)Nc1ccc([N+](=O)[O-])c(C)c1
56	-5%	·	1%	COc1cc(Cl)c(C)cc1NC(=O)c1cc2c(s1)-c1c(C)cccc1OC2

Other entries follow.
No.	KAT2A inh	N370S GC mod	FEN1 inh	SMILES
57	-1%	·	2%	COc1cc2nc(CN3CCN(S(=O)(=O)c4cc(C)ccc4C)CC3)[nH]c(=O)c2cc1OC
58	3%	·	-8%	O=C(Nc1ccccc1N1CCCCC1)C1CC(=O)N(c2ccccc2F)C1 (stereo unspecified)
59	-3%	·	-6%	COc1ccc(NC(=O)CN2CCN(S(=O)(=O)c3cccs3)CC2)cc1Cl
60	-7%	·	-23%	CCN1CCN(c2c(S(=O)(=O)c3ccc(C)c(C)c3)cnc3cc(OC)c(OC)cc23)CC1
61	-6%	18%	·	COc1ccc(C2CC(=O)c3cnc(N4CCc5ccccc54)nc3C2)c(OC)c1 (stereo unspecified)
62	-7%	-3%	4%	Cc1cc(=O)oc2cc(OCC(=O)NCc3ccccn3)ccc12
63	-4%	2%	1%	CC(=O)Nc1c(C(=O)NCc2ccccc2)nnn1Cc1ccccc1
64	-3%	·	-7%	COc1ccc2c(c1)c(=O)c(S(=O)(=O)c1ccc(C)c(C)c1)cn2CC(=O)Nc1ccccc1
65	-4%	·	-6%	O=C(COc1ccc(Cl)cc1)Nc1ccc(-c2nc3cc(Cl)ccc3o2)c(O)c1
66	-9%	-19%	-3%	Cc1c(NC(=O)COC(=O)CSc2ccc(C(N)=O)cc2[N+](=O)[O-])c(=O)n(-c2ccccc2)n1C
67	3%	?	5%	Cc1c(C(=O)OC2CCC(C)CC2)[nH]c2c1C(=O)CCC2 (stereo unspecified)
68	-3%	-2%	2%	CCCCCOC(=O)C1=C(C)NC(=O)NC1c1ccc(OC)cc1 (stereo unspecified)
69	-1%	13%	-15%	Cc1nc(NCc2ccco2)[nH]c(=O)c1CCC(C)C
70	0%	0%	-6%	CCOC(=O)c1c(C)[nH]c(C(=O)OCC(=O)Nc2cc(C)ccc2OC)c1C
71	-4%	-10%	-2%	Nc1cc(C(=O)OCC(=O)N2CCOCC2)ccc1Cl
72	-3%	19%	17%	Cc1oc2cc3oc(=O)c(CC(=O)N[C@H](C(=O)N[C@@H](C(=O)O)c4ccccc4)C(C)C)c(C)c3cc2c1C
73	-5%	8%	8%	CN(CC(=O)N1CCN(c2ncccn2)CC1)S(=O)(=O)c1ccc(Cl)cc1
74	-3%	-1%	11%	CS(=O)(=O)c1ccccc1C(=O)Nc1cccc2ncccc12
75	-3%	-5%	-2%	C/C(=N\NC(=O)c1nnn(-c2nonc2N)c1CN(C)C)c1ccco1
76	-11%	0%	-11%	O=C1CSCC(=O)N1Cc1ccc(Cl)c(Cl)c1

Among those listed so far, eleven have fluorine.
No.	KAT2A inh	N370S GC mod	FEN1 inh	SMILES
3	5%	·	2%	COc1cc(OC)cc(-c2c(-c3ccc(F)cc3)c3cc(-c4ccc(SC)cc4)ccc3n2C)c1
10	-2%	2%	4%	O=C(CCNS(=O)(=O)c1ccccc1C(F)(F)F)NC1CCCCCC1
16	8%	·	12%	COc1ccc(-c2cc(C(F)(F)F)nc(SCC(=O)NCCc3ccccc3)n2)cc1OC
30	-2%	·	-5%	O=C(c1ccco1)n1nc(-c2ccccc2)nc1NCc1ccc(F)cc1
38	-5%	·	-3%	Cn1c(=O)c2c(ncn2CC(=O)Nc2cccc(C(F)(F)F)c2)n(C)c1=O
40	-3%	-14%	-8%	COc1ccc(-c2cn3c(C)c(C(=O)N4CCN(c5ccc(F)cc5)CC4)sc3n2)cc1
41	-27%	16%	-7%	CC(=O)N(Cc1ccc(F)cc1)C1=C(NCCc2ccccc2)C(=O)c2ccccc2C1=O
43	1%	-9%	-5%	CC1(C)OC(=O)C(=CNc2ccccc2F)C(=O)O1
49	-6%	3%	0%	Cc1ccc(-c2ccnc3nc(Sc4ncc(C(F)(F)F)cc4Cl)nn23)cc1
53	-3%	-2%	-1%	O=C(COC(=O)c1nn(-c2ccccc2C(F)(F)F)cc1O)c1ccc(OC(F)F)cc1
58	3%	·	-8%	O=C(Nc1ccccc1N1CCCCC1)C1CC(=O)N(c2ccccc2F)C1 (stereo unspecified)

Entries of single compounds as entered above. Screens in order: KAT2A inh, N370S GC mod, FEN1 inh
`C/C(=N\NC(=O)c1nnn(-c2nonc2N)c1CN(C)C)c1ccco1` is listed as -3%, -5%, -2%
`CN(CC(=O)N1CCN(c2ncccn2)CC1)S(=O)(=O)c1ccc(Cl)cc1` is listed as -5%, 8%, 8%
`O=C1CSCC(=O)N1Cc1ccc(Cl)c(Cl)c1` is listed as -11%, 0%, -11%

Screening results (PubChem)
